# Salmonella PhoP GFP: inhibitors of PhoP regulon expression, primary screen, Salmonella Typhimurium, GFP reporter (AID 1863); inhibition, % at 50 µM; hits with a dose series show IC50 in µM; 0.16% of 300,000 active; S. Typhimurium PhoP-regulated promoter GFP reporter, 4 h; higher % means a stronger effect;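 active = inhibition over 29.93%, a cutoff 3 SD above the screen mean, later confirmed by dose response; inconclusive = inhibition over 29.93% but no dose response follow-up; inactive = inhibition at most 29.93% or unconfirmed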;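 note: 0% = low Mg2+ inducing control and 100% = high Mg2+ repressing control; strong numbers were not always called active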
# XIAP antagonists: XIAP antagonists, biochemical, IAP family, fluorescence polarization (AID 1018); E3 ubiquitin-protein ligase XIAP (Homo sapiens); XIAP BIR domain, fluorescence polarization peptide displacement; higher % means a stronger effect; displacement, % at 20 µM, or IC50 in µM where a hit was titrated; 0.007% of 200,000 active; in the data active = displacement above about 50%; note: a part of the inactive calls stands beside numbers as strong as those of hits
# TNAP activators: human TNAP enzyme activators, primary screen, biochemical, luminescent, no phosphate acceptor, uHTS (AID 1001). purified TNAP, luminescent activation assay, no phosphate acceptor; higher activation fold means a stronger effect. activation fold at 20 µM; hits with a dose series show EC50 in µM. 0.03% of 200,000 active; in the data active = activation fold from about 3, or a potency from the dose series; inactive = the rest, 99 in 100 with activation fold below about 1.6; note: many of its hits are not listed in these tables
# PMI inhibition: human PMI inhibitors, high substrate, primary screen, biochemical, fluorescence intensity, high mannose 6-phosphate (AID 1220); recombinant PMI enzyme, coupled fluorescence intensity; higher % means a stronger effect; inhibition, % at 20 µM, or IC50 in µM where a hit was titrated; 0.66% of 190,000 active
# RSV CPE inhibition: RSV antiviral activity via CPE protection, HEp-2 cells, primary 10 µM value included (AID 2391) | HEp-2 cells, RSV-induced CPE inhibition; higher % means a stronger effect | one-dose CPE inhibition, % at 10 µM; IC50 in µM for titrated hits | 0.13% of 310,000 active; in the data active = a potency from the dose series; inconclusive = CPE inhibition mostly from about 23% at the one dose, without a potency; inactive = the rest, 99 in 100 with CPE inhibition below about 21%; note: strong numbers were not always called active
# human PMI inhibition: inhibitors of human PMI, primary screen, biochemical, fluorescence intensity, coupled assay (AID 1209); 0.42% of 190,000 active; Mannose-6-phosphate isomerase (Homo sapiens); inhibition, % at 20 µM, or IC50 in µM where a hit was titrated; purified PMI enzyme, coupled fluorescence intensity; higher % means a stronger effect;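 note: plate controls were DMSO vehicle for no effect and wells lacking substrate for full effect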
# SIAH1 antagonists: Siah-1 peptide-binding antagonists, primary screen, biochemical, fluorescence polarization, rhodamine-plectin, uHTS (AID 1817); E3 ubiquitin-protein ligase SIAH1 (Homo sapiens); Siah-1 / rhodamine-plectin peptide fluorescence polarization; higher % means a stronger effect; one-dose displacement, % at 20 µM; IC50 in µM for titrated hits; 0.02% of 290,000 active;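 active = displacement of at least 50% at 20 µM, with a fluorescence ratio check between 0.3 and a set limit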;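 note: plate controls were Siah plus tracer with DMSO for no effect and tracer alone without Siah for full effect; strong numbers were not always called active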
# WT yeast gro inh: growth inhibition of WT strain, primary screen, mitochondrial fusion inhibitor project, WT and mutant strains, chemical genetic. mitochondrial fusion phenotypic screen. inhibition, % at 10 µM. 2.1% of 190,000 active. AID 1362, 2008; in the data active = inhibition above about 58%; tested in S. cerevisiae
# Myeloid diff 2: induction of myeloid progenitor differentiation, primary screen, cell-based, flow cytometry, MLPCN library | ER-HoxA9 myeloid progenitors, lysozyme-GFP differentiation | calls only at 10 µM | 1% of 360,000 active | AID 624256, 2012;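 active = normalized GFP-positive differentiation at or above the plate's own cutoff, the solvent-only control mean plus 3 SD; inconclusive = no clear call, values can overlap the other calls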;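 note: cells exposed to compound for four days before flow analysis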
# WT yeast gro inh mutant strain: second read-out of WT yeast gro inh, no call of its own (marks repeat the call); inhibition, %; mitochondrial fusion phenotypic screen, mutant strain inhibition
# Myeloid diff 2 GFP+ MAC1+ %: also measured in Myeloid diff 2; calls as there; GFP+ MAC1+ double positive, %; measured here: differentiation confirmed by MAC1 staining
# An asterisk follows results filed as active; i = inactive; ? = inconclusive; · = not tested or not shown. Cut-off read from the data, not from the text of the source, unless noted: active = inhibition above about 50%; inactive = the rest. The order is random; about 3.1% have a hit in one of these screens.
SMILES,Salmonella PhoP GFP,XIAP antagonists,TNAP activators,PMI inhibition,RSV CPE inhibition,human PMI inhibition,SIAH1 antagonists,WT yeast gro inh,WT yeast gro inh mutant strain,Myeloid diff 2,Myeloid diff 2 GFP+ MAC1+ %
CCn1cc(-c2nnnn2-c2ccc(Cl)cc2)c(=O)c2ccccc21,6%,-2.3%,1.1,-8%,3.9%,-8%,0%,0,4,i,1.3
COc1ccc(OC)c(C(C(=O)NC2CCCCC2)N(C(=O)c2ccccn2)c2cccnc2)c1 (stereo unspecified),2%,·,·,·,1.1%,·,4%,·,·,i,5.2
CCN1CCCC1CN(Cc1cc2ccc(C)cc2[nH]c1=O)C(=S)Nc1cccc(OC)c1 (stereo unspecified),-8%,-0.9%,1,10%,1.7%,14%,6%,-3,12,i,1.9
COc1ccccc1-c1nc2c3ccccc3nc(=S)n2[nH]1,4%,·,·,·,1.4%,·,-1%,·,·,i,0.2
Cc1cc(C(F)(F)F)nc(SCC(=O)NC2CCCCC2)n1,-2%,·,·,·,1.7%,·,4%,·,·,i,0.8
O=C(Cc1ccc(F)cc1)NC1CCSC1=O (stereo unspecified),1%,-1.7%,1.1,5%,1.1%,1%,6%,-5,10,i,0.2
CSc1ccc(NC(=O)Nc2ccccc2C(N)=O)cc1,-1%,·,·,·,1.7%,·,2%,·,·,i,1.0
CCC(=O)Nc1ccc(C(=O)Nc2ccc(OC)cc2[N+](=O)[O-])cc1,-13%,0.1%,1,7%,0.6%,13%,3%,0,3,i,0.2
O=C(Nc1ccc(Oc2ncccn2)cc1)c1ccco1,-2%,·,·,·,2.3%,·,·,-15,31,i,0.0
COc1ccc(C(C(=O)NC2CCCC2)N(Cc2ccc(C)cc2)C(=O)c2ccn[nH]2)cc1OC (stereo unspecified),12%,-1.3%,2.1,-9%,0.5%,-4%,-1%,43,10,i,1.8
C/C(=N\NC(=O)C1COc2ccccc2O1)c1cc2ccccc2o1 (stereo unspecified),-1%,-2.5%,1.1,-3%,-0.1%,2%,3%,13,-1,i,1.0
COCCNC(=O)C1CCC(CNS(=O)(=O)c2ccc(F)cc2)CC1 (stereo unspecified),-5%,·,·,·,0.9%,·,-1%,·,·,i,0.5
COC(=O)C(Cc1c[nH]c2ccccc12)N1CCS(=O)(=O)CC1 (stereo unspecified),3%,-2.9%,1.1,2%,-2.3%,10%,6%,-2,5,i,0.7
CC(=O)c1cccc(N(C(=O)CNC(=O)c2ccco2)C(C(=O)NCc2ccco2)c2ccccc2)c1 (stereo unspecified),-7%,-2.6%,1,-1%,-0.5%,5%,-2%,-6,-12,i,0.8
COC(=O)c1ccc(C(=O)OC)c(NC(=S)N2CCN(C)CC2)c1,2%,-3.6%,1.2,0%,1.1%,2%,2%,-14,5,i,0.2
NC(N)=NS(=O)(=O)c1ccc(NC(=S)Nc2ccc(F)cc2)cc1,2%,·,·,·,1.6%,·,-7%,·,·,i,0.3
CC(Cc1ccccc1)NC(=O)c1cc2ccccc2o1 (stereo unspecified),4%,·,·,·,1.4%,·,-4%,·,·,i,0.3
COc1cccc(NC(=O)NCc2c(-c3ccccc3)noc2C)c1,-13%,·,·,·,17%,·,4%,·,·,i,0.6
CCN(CC)C(=O)C(=O)N/N=C/c1ccc(F)cc1,·,-5.9%,1,-2%,2.4%,0%,1%,-1,-6,i,0.5
Cc1ccc(S(=O)(=O)N(C)C)cc1NC(=O)Nc1ccccc1F,0%,·,·,·,2.1%,·,0%,·,·,i,0.0

# Next part; the last 2 above are carried over.
SMILES,Salmonella PhoP GFP,XIAP antagonists,TNAP activators,PMI inhibition,RSV CPE inhibition,human PMI inhibition,SIAH1 antagonists,WT yeast gro inh,WT yeast gro inh mutant strain,Myeloid diff 2,Myeloid diff 2 GFP+ MAC1+ %
CCN(CC)C(=O)C(=O)N/N=C/c1ccc(F)cc1,·,-5.9%,1,-2%,2.4%,0%,1%,-1,-6,i,0.5
Cc1ccc(S(=O)(=O)N(C)C)cc1NC(=O)Nc1ccccc1F,0%,·,·,·,2.1%,·,0%,·,·,i,0.0
CCOC(=O)c1cc(-c2ccc(N)cc2)sc1N,-8%,-0.1%,1.1,2%,5.7%,10%,-2%,19,14,i,0.3
Clc1ccccc1-c1nnc(-c2cccnc2)o1,-6%,·,·,·,5.5%,·,2%,·,·,i,0.1
Nc1nc(N)c(N=Nc2ccc(SCC(=O)O)cc2)c(=O)[nH]1,-7%,·,·,·,2.7%,·,2%,·,·,i,0.3
O=C(CN1C(=O)NC2(CCCCC2)C1=O)NC1CCCc2ccccc21 (stereo unspecified),-2%,-9.3%,1.1,-2%,1.2%,7%,4%,-3,4,i,1.4
CCCc1c(C(=O)N/N=C(\C)CCc2ccccc2)nnn1-c1nonc1N,4%,·,·,·,-0.4%,·,-3%,·,·,i,4.3
O=C(CCl)NCc1c(Cl)cccc1-n1cccc1,28%,-21%,1,-8%,17%,0%,0%,13,5,i,6.6
Cc1cc(C(=O)NCC(=O)OCC(=O)N(C)C2CCCCC2)ccc1[N+](=O)[O-],-6%,-1.6%,1.1,15%,0.9%,11%,14%,10,-9,i,0.1
CC(NC(=O)Cc1ccccc1)c1nc2ccccc2[nH]1 (stereo unspecified),-2%,-2.1%,1,-7%,-0.5%,-5%,2%,13,-5,i,2.3
O=c1[nH]c(SCc2n[nH]c(=S)n2-c2ccccc2)nc2ccccc12,-19%,-2.6%,1,6%,2.3%,10%,1%,-23,-2,i,1.8
CC(=O)Nc1sc2c(c1CN1CCN(C)CC1)CCCC2,-3%,-0.9%,1.1,0%,0.3%,1%,3%,-3,-7,i,0.8
CNC(=O)CS(=O)(=O)CC(=O)Nc1cc(OCCOC)c(Cl)cc1Cl,-6%,-2.8%,1.1,9%,1.7%,10%,2%,-5,0,i,0.3
Cc1csc(SCC(=O)NCc2ccc3c(c2)OCO3)n1,-1%,·,·,·,0.3%,·,13%,·,·,i,0.4
O=C(Cc1c(C(=O)O)[nH]c2ccccc12)NC1CCCC1,-2%,-1.7%,1.1,-2%,-2.0%,1%,-2%,12,-8,i,0.3
Cc1ccc(-c2cnc(C3CC3)o2)cc1S(=O)(=O)Nc1ccccc1,2%,·,·,·,-0.8%,·,5%,·,·,?,·
CC1CCC(NC(=O)CC(NC(N)=O)c2ccccc2Cl)CC1 (stereo unspecified),-6%,·,·,·,0.5%,·,-2%,·,·,i,0.3
O=S(=O)(Cc1ccccc1)N1CCN(C/C=C/c2ccccc2)CC1,1%,-4.1%,1.1,4%,-0.2%,8%,-4%,-13,16,i,0.3
CCOc1cccc(OCCn2cnc3ccccc3c2=O)c1,14%,-3.6%,1.1,-1%,4.1%,2%,4%,6,10,i,0.3
COc1c(C)cccc1C(=O)NC(=S)Nc1cccc2nsnc12,4%,-5.8%,1,5%,·,-13%,-2%,-4,5,i,0.1
CNC(=S)NNC(=O)c1noc(C)c1C(=O)N1CCN(C(c2ccccc2)c2ccccc2)CC1,7%,-4.1%,1.8,-9%,3.6%,-18%,-1%,6,5,i,0.1
COc1cc(/C=C2/C(=N)N3N=C(CC(=O)N4CCOCC4)SC3=NC2=O)ccc1OCc1ccccc1,-4%,·,·,·,-0.4%,·,-4%,·,·,i,0.8

# A few values from the results shown.
# Reading of O=C(CCl)NCc1c(Cl)cccc1-n1cccc1 under human PMI inhibition: 0%
# Reading of O=C(Cc1c(C(=O)O)[nH]c2ccccc12)NC1CCCC1 under PMI inhibition: -2%
# Reading of CC1CCC(NC(=O)CC(NC(N)=O)c2ccccc2Cl)CC1 (stereo unspecified) under Myeloid diff 2 GFP+ MAC1+ %: 0.3

# Continuation.
SMILES,Salmonella PhoP GFP,XIAP antagonists,TNAP activators,PMI inhibition,RSV CPE inhibition,human PMI inhibition,SIAH1 antagonists,WT yeast gro inh,WT yeast gro inh mutant strain,Myeloid diff 2,Myeloid diff 2 GFP+ MAC1+ %
Cc1cccc(-n2nc3c(c2NC(=O)CCC2CCCCC2)CS(=O)C3)c1C (stereo unspecified),-8%,-7.9%,1.2,2%,3.9%,-4%,14%,6,10,i,4.3
O=C(NCC1CCCO1)c1ccc(N2CCCCC2)c([N+](=O)[O-])c1 (stereo unspecified),-7%,·,·,·,0.5%,·,-1%,·,·,i,3.3
C/C(=N\N=C\c1ccccc1F)c1nnn(-c2nonc2N)c1C,-5%,-0.8%,1.1,3%,2.5%,-5%,5%,5,1,i,0.3
O=C(NCc1cccnc1)c1ccc(COc2ccccc2Br)o1,-3%,-4.1%,1.1,12%,2.6%,9%,13%,-21,-36,i,9.3
COc1ccc(CC(C)N2CCN(Cc3ccccc3)CC2)c(OC)c1 (stereo unspecified),-4%,-1.1%,1,-8%,-0.5%,-4%,4%,6,6,i,1.4
CCN(CC)S(=O)(=O)c1ccc(N2CCOCC2)c(NC(=O)C(=O)c2c(-c3ccccc3)cc3ccccn23)c1,4%,-3.0%,1,6%,3.0%,7%,0%,4,-50,i,0.8
CC(=O)Nc1ccc(/C=C/C(=O)c2ccc3c(c2)OCCO3)cc1,3%,·,·,·,0.9%,·,3%,·,·,i,0.2
CCC(CO)n1c(SCc2cc([N+](=O)[O-])cc3c2OCOC3)nc2ccccc2c1=O (stereo unspecified),3%,0.4%,1,11%,6.8%,4%,-2%,53,11,i,1.2
CN1c2cccc3cccc(c23)N(C)C1(C)C,-7%,-4.8%,1.1,·,0.5%,·,-1%,-29,-31,?,·
CCOc1ccc(N2C(=O)Nc3ccccc3C2(O)C(=O)NCc2ccccc2)cc1 (stereo unspecified),-1%,-9.1%,1.1,11%,5.2%,1%,-3%,-21,-4,i,0.7
Cc1ccc(-n2c(COc3c(C)cccc3C)nnc2SCC(=O)Nc2nccs2)cc1,-4%,-5.2%,0.8,-14%,0.5%,-18%,-3%,0,4,i,6.6
Cc1sc(NC(=O)c2ccco2)c(C(c2ccc(F)cc2)N2CCN(C)CC2)c1C (stereo unspecified),-11%,-5.2%,1.1,-3%,1.1%,-1%,-7%,95*,1.5*,i,0.5
CC(C)C(=O)OCCN=C1NS(=O)(=O)c2ccccc21,1%,-2.8%,1.1,-3%,-0.1%,-1%,3%,1,6,i,3.1
CCOC(=O)c1c(C)n(C)c2ccc(OC(C)C(=O)OC)cc12 (stereo unspecified),4%,1.0%,1.1,9%,2.2%,14%,0%,-1,-2,i,0.4
CC(=O)NC(Nc1nc2c(s1)CCCC2)(C(F)(F)F)C(F)(F)F,6%,-3.0%,1.1,-2%,0.0%,-4%,-2%,-19,-7,i,0.3
COc1ccc(CNc2nc(-c3cccnc3)nn2C(=O)c2cccs2)cc1,18%,1.5%,0.9,14%,1.9%,14%,-1%,32,-1,i,1.0
Cc1nn(C(C)(C)C)c(C)c1/C=N/OC(=O)Nc1ccc(Cl)c(Cl)c1,-5%,·,·,·,1.9%,·,0%,·,·,i,1.1
COC(=O)COc1cccc(NC(=O)COc2ccccc2)c1,0%,-4.2%,1.1,2%,0.8%,0%,8%,1,0,i,0.9
